Screening data as filed in PubChem BioAssay.
Neddyl block = inhibitors of cullin neddylation, primary screen, biochemical, TR-FRET, uHTS, NAE and Ubc12; NEDD8-conjugating enzyme Ubc12 (Homo sapiens) + NEDD8-activating enzyme E1 regulatory …; calls only at 25 µM; 0.58% of 360,000 active; in the data active = inhibition above about 36%
Target sequence (P61081 whole entry, looked up): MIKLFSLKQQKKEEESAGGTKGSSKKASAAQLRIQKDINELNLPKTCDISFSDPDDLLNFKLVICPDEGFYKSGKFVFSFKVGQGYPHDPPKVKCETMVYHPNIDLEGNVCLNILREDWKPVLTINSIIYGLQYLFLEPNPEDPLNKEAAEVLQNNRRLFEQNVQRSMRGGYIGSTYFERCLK
Target sequence (Q13564 whole entry, looked up): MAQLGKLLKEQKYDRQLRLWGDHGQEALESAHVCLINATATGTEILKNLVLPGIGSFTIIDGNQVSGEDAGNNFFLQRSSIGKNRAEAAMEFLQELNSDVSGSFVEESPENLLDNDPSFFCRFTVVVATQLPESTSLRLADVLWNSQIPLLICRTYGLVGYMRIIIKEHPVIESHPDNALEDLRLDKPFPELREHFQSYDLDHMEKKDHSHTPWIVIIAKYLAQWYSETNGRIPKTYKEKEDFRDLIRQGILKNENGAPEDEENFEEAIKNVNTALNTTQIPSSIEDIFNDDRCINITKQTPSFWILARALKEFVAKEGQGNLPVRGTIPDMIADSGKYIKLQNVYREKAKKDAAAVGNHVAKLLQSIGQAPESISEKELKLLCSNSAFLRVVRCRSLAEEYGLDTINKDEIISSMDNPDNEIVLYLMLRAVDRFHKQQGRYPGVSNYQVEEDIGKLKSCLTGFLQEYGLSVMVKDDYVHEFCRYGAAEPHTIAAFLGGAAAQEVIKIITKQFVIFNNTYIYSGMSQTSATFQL
CSN deneddyl inh = inhibitors of CSN-mediated cullin deneddylation, primary screen, biochemical, fluorescence polarization, uHTS; COP9 signalosome complex subunit 5 (Homo sapiens), Q92905; 0.38% of 360,000 active; inhibition, % at 12.5 µM; Purified CSN, SCF-Nedd8-OG deneddylation;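 active = pattern-corrected inhibition above about 35%, with an unprinted fluorescence ratio check between 0.5 and 1.5, limit read from the data, passing the limit was not always enough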;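 also: 0% = enzyme with substrate and 100% = substrate without enzyme; some results filed as inactive read as strong as hits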
Target sequence (Q92905 whole entry, looked up, one chain of several): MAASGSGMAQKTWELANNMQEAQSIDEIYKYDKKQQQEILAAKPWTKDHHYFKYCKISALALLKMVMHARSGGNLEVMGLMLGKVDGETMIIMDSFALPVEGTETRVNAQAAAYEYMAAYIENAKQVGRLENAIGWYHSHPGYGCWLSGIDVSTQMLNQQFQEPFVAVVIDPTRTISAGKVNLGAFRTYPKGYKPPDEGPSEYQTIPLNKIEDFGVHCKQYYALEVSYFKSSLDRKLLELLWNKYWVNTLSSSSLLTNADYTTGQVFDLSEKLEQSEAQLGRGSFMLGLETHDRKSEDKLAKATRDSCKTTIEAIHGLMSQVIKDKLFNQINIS
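Material: purified human Csn5 enzyme expressed in HEK293T cells / Medium: Tris buffer pH 7.5, NaCl, DTT, Tween-20, trehalose, ovalbumin / Compound dosing: 12.5 µM single point / Schedule: 90 min incubation of compound, enzyme and substrate at room temperature / Signal: fluorescence polarization of the substrate / Control set: no-enzyme wells high, enzyme-with-substrate wells low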
Rin1 Abl inh = inhibitors of Rin1-Abl protein binding, primary screen, biochemical, TR-FRET. Tyrosine-protein kinase ABL1 (Homo sapiens) + Ras and Rab interactor 1 (Homo sapiens), …. inhibition, % at 7.35 µM. 0.4% of 360,000 active. AID 588664, 2011; in the data active = inhibition above about 5%, passing the limit was not always enough
MT1-MMP act inh = blockers of MT1-MMP proenzyme processing, primary screen, HT1080 RFP-PRO-GFP cells, GFP/RFP fluorescence. GFP/RFP ratio change, % at 20 µM. 0.061% of 360,000 active. GFP/RFP ratio fluorescence, overnight; percent of plate control window, DMSO zero. AID 651647, 2012. Matrix metalloproteinase-14 (Homo sapiens), P50281;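 active = GFP/RFP ratio change of at least 30% with cell ATP level not reduced by more than half and red fluorescence within 50% of control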; also: strong numbers were not always called active
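Read-out: GFP/RFP fluorescence ratio; Test system: RFP-PRO-GFP reporter HT1080 cells; Compound dosing: single-point 20 µM compound, 1% DMSO; Times: overnight compound exposure at 37 °C.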
NadD inh = inhibitors of S. aureus NadD, primary screen, biochemical, colorimetric, uHTS; 0.78% of 360,000 active; purified NadD enzyme, colorimetric absorbance read-out; AID 602399, 2012; inhibition, % at 20 µM; in the data active = inhibition above about 26%; also: some compounds past the cut are filed as inactive
SKN-1 block = suppressors of acrylamide-induced Pgst-4::GFP reporter in worms, primary screen, SKN-1 inhibitor project, whole organism, uHTS, GFP/RFP fluorescence ratio, strain VP596 | AID 624304, 2012 | C. elegans VP596 Pgst-4::GFP/RFP ratio, 24 h | 0.49% of 360,000 active | inhibition, % at 21.8 µM;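 active = interference check ratio from 0.5 to 1.5 plus GFP to RFP signal ratio inhibition reaching or exceeding a fixed threshold, cut at about 30% in these data, passing the limit was not always enough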; also: some compounds called inactive have numbers as strong as hits
Rpn11 block = Rpn11 (PSMD14) deubiquitinase inhibitors, primary screen, biochemical, fluorescence polarization, uHTS. human 26S proteasome, Ub4-pepOG fluorescence polarization; 20S core pre-blocked with epoxomicin. calls only at 20 µM. 0.59% of 360,000 active;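 active = inhibition at 20 µM, scaled to each plate's controls, above about 33%, limit read from the data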
MLLE-PAM2 inh = inhibitors of PABP1 MLLE–PAM2 peptide binding, primary screen, biochemical, fluorescence polarization, FITC-PAM2, GST-MLLE | 0.36% of 360,000 active | inhibition, % at 20 µM | Polyadenylate-binding protein 1 (Homo sapiens), P11940 | AID 588489, 2011; in the data active = inhibition above about 35%, passing the limit was not always enough;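 also: plate controls were DMSO wells with GST-MLLE for no effect and wells lacking GST-MLLE protein for full effect; some results filed as inactive read as strong as hits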
FAS-TE inh = FAS thioesterase domain inhibitors, primary screen, biochemical, fluorescence intensity, uHTS. Fatty acid synthase (Homo sapiens), P49327. recombinant FAS-TE, OMFH fluorogenic substrate, fluorescence endpoint. inhibition, % at 15 µM. 0.67% of 360,000 active;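 active = compounds whose normalised, plate-corrected inhibition of enzyme fluorescence in the single-dose primary screen is 50% or more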;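 also: 0% = DMSO with enzyme and 100% = substrate without enzyme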
* marks the source's active call; other numbers are inactive results; i = inactive; + = active, no number.

SMILES	Neddyl block	CSN deneddyl inh	Rin1 Abl inh	MT1-MMP act inh	NadD inh	SKN-1 block	Rpn11 block	MLLE-PAM2 inh	FAS-TE inh
CN1CCN(c2nc3ccccc3nc2NS(=O)(=O)c2ccc(Br)cc2)CC1	i	1	0	-1	7	0	i	18	6
Cn1c(SCC(=O)O)nc2ccccc2c1=O	i	-4	4	0	2	7	i	7	-8
CCOC(=O)c1cc(C(=O)OCC)c(=O)[nH]c1C	i	-4	-2	-1	-4	-3	i	15	-10
Cc1ccc(N(CC(=O)Nc2ccc(S(=O)(=O)N3CCOCC3)cc2)S(C)(=O)=O)cc1C	i	0	2	-3	-3	29	i	11	4
O=C1CC2(CCCCCC2)Oc2ccc(Cl)cc21	i	-2	-1	6	0	20	i	-9	4
CN1CCN(c2ccc(S(=O)(=O)N3CCCCC3)cc2NC(=O)Cc2c(F)cccc2Cl)CC1	i	-1	0	0	3	14	i	-90	-1
CCc1ccc(-c2nc(CN3CCC(C(=O)NCc4ccccc4OC)CC3)c(C)o2)cc1	i	4	-2	2	1	16	i	-1	2
CC12CCC3C(=CCc4cc(O)ccc43)C1CC(=NO)C2O (stereo unspecified)	i	2	12	-4	-3	4	i	11	-5
c1ccc(CN2CN=C(Nc3nc4ccccc4s3)NC2)cc1	i	-1	-4	6	-4	0	i	-2	-2
Cc1csc(NC(=O)CSc2nc3[nH]c(=O)cc(O)c3s2)n1	i	-2	-3	12	6	2	i	3	3
Cc1cccc(C(=O)Nc2cccc(S(=O)(=O)NCc3ccco3)c2)c1	i	0	-2	4	-3	-2	i	-3	8
CC(C)(C)C(=O)Nc1nnc(Cc2ccccc2)s1	i	2	0	4	-3	13	i	11	-7
CC1CCCN(C(=O)COC(=O)c2cccc(NS(=O)(=O)c3ccccc3)c2)C1 (stereo unspecified)	i	4	1	1	1	13	i	-12	-2
CN(CC(=O)Nc1ccccc1Cl)C(=O)COC(=O)/C=C/c1cccc(C(F)(F)F)c1	i	0	0	0	-1	-8	i	5	-4
O=C(COc1ccc(Cl)cc1)NC1CCSC1=O (stereo unspecified)	i	0	-3	6	-5	-20	i	16	-4

Part of the list above with just NadD inh.
| smiles | NadD inh |
| --- | --- |
| Cc1csc(NC(=O)CSc2nc3[nH]c(=O)cc(O)c3s2)n1 | 6 |
| O=C(COc1ccc(Cl)cc1)NC1CCSC1=O (stereo unspecified) | -5 |

Sorted by SMILES length (low to high): part of the list above
SMILES	Neddyl block	CSN deneddyl inh	Rin1 Abl inh	MT1-MMP act inh	NadD inh	SKN-1 block	Rpn11 block	MLLE-PAM2 inh	FAS-TE inh
CC(C)(C)C(=O)Nc1nnc(Cc2ccccc2)s1	i	2	0	4	-3	13	i	11	-7
CC12CCC3C(=CCc4cc(O)ccc43)C1CC(=NO)C2O (stereo unspecified)	i	2	12	-4	-3	4	i	11	-5
CC1CCCN(C(=O)COC(=O)c2cccc(NS(=O)(=O)c3ccccc3)c2)C1 (stereo unspecified)	i	4	1	1	1	13	i	-12	-2
CCc1ccc(-c2nc(CN3CCC(C(=O)NCc4ccccc4OC)CC3)c(C)o2)cc1	i	4	-2	2	1	16	i	-1	2

(further entries)
SMILES	Neddyl block	CSN deneddyl inh	Rin1 Abl inh	MT1-MMP act inh	NadD inh	SKN-1 block	Rpn11 block	MLLE-PAM2 inh	FAS-TE inh
CC(Oc1ccc(F)cc1)C(=O)Nc1cc(S(=O)(=O)N2CCCCC2)ccc1N1CCOCC1 (stereo unspecified)	i	2	2	-2	1	-11	i	-67	19
CN(Cc1c(C(=O)N/N=C/c2ccc(O)cc2)nnn1-c1nonc1N)c1ccccc1	i	0	1	0	-5	22	i	3	2
O=C(COC(=O)c1cc2ccccc2cc1O)c1ccccc1	i	1	-5	1	2	9	i	-12	14
CC(C)(CNC(=O)CNC(=O)c1ccc(Cl)cc1Cl)N1CCOCC1	i	3	-3	4	-4	1	i	2	-6
CCCS(=O)(=O)N1CCN=C1SCc1cccnc1	i	-4	0	-1	-1	0	i	40*	-11
CCNCc1ccc(OCc2ccccc2F)c(OC)c1	i	6	1	-1	0	-2	i	8	-14
C/C(=N\NC(=O)C(N)=O)c1ccc(OC(F)F)cc1	i	-5	-2	2	-3	8	i	6	-10
COC(C(=O)N/N=C(\C)CC(=O)Nc1ccc(Cl)cc1C)c1ccccc1 (stereo unspecified)	i	-2	2	2	-3	1	i	2	-2
COC(=O)c1ccc(NC(=O)Nc2ccc(C)cc2)cc1	i	-2	-3	3	5	3	i	1	7
CN(Cc1cc2ccccc2[nH]c1=O)C(=O)c1cccs1	i	0	1	-4	9	-1	i	5	-3
Cc1cc(C)cc(NC(=O)Cn2nnc(C(=O)NCc3ccc4c(c3)OCO4)c2N)c1	i	18	4	0	5	5	+	-6	-7
CCOc1ccc(S(=O)(=O)Nc2ccc(S(=O)(=O)N3CCCCC3)cc2)cc1	i	2	-1	-1	2	-1	i	7	8
CCOC(=O)C(NC(C)=O)(Nc1ccc(S(=O)(=O)Nc2onc(C)c2C)cc1)C(F)(F)F (stereo unspecified)	i	-1	4	-6	-7	-6	i	3	-7
N#Cc1cc2c(nc1SCc1ccccc1)CCCC2=O	i	5	3	-2	-4	4	i	0	26
CN(C)c1ccc(NC(=O)CN2CCN(c3ccc(F)cc3)CC2)cc1	i	2	1	1	-6	3	i	6	5
O=C(CN1CCCCC1)Nc1cccc(Oc2ccccc2)c1	i	2	-1	8	-4	8	i	-6	5
CC(O)c1cc2c(cc1NC(=O)c1cnn3c1NC(c1ccco1)CC3C(F)(F)F)OCO2 (stereo unspecified)	i	3	-2	3	-5	-1	i	0	-3
O=C1CSC(c2ccc(F)c(F)c2)N1c1ccccc1F (stereo unspecified)	i	0	-1	-2	-4	3	i	14	-3
O=C(CSc1ccccc1)NCc1ccco1	i	-4	0	-5	-3	21	i	22	-4
CC(C)/C=C(/C(=O)c1ccc(Cl)cc1Cl)n1cncn1	i	1	1	-3	-3	-10	i	8	-1
Cc1ccc(OCC(=O)N/N=C/c2cccn2C)cc1C	i	-1	-1	2	3	19	i	-10	1
COCc1ccc(-c2c(-c3cccc(OC)c3)sc3ccc(OC)cc23)cc1	i	-4	-2	0	-4	-7	i	0	30
CCOC(=O)C1=NN(C(=O)c2ccco2)C2(CC2)C1	i	2	0	-3	2	-5	i	-43	-11
CCc1ccccc1Oc1nc(NC(C)C)nc2ccsc12	i	4	-4	-6	2	9	i	22	13
Cc1c2c(nc3nc4ccccc4n13)CC(C)(C)CC2=O	i	1	-3	3	2	15	i	7	-10
CCCCC(=O)NC(=S)Nc1ccc(Cl)c(C(=O)O)c1	i	-1	2	-6	-6	0	i	24	-3
COc1ccc(CCN(C)C2CCCN(S(=O)(=O)c3ccccc3)C2)cc1OC (stereo unspecified)	i	6	1	-1	1	10	i	-13	-6
CSc1nc(-c2ccccc2)nc(NC(=O)c2ccccc2)c1C(C)=O	i	5	-1	-4	-10	17	i	-49	22
COc1ccc(Cl)cc1NC(=O)COC(=O)c1c(-c2ccccc2)noc1C	i	-3	7	2	-4	9	i	-8	37
CCOC(=O)NNC(=O)c1[nH]c2ccc(Br)cc2c1-c1ccccc1	i	-3	-5	-1	-3	0	i	0	0

An excerpt from above in order of the Rin1 Abl inh value, falling:
structure | Neddyl block | CSN deneddyl inh | Rin1 Abl inh | MT1-MMP act inh | NadD inh | SKN-1 block | Rpn11 block | MLLE-PAM2 inh
CCCCC(=O)NC(=S)Nc1ccc(Cl)c(C(=O)O)c1 | i | -1 | 2 | -6 | -6 | 0 | i | 24
O=C(CSc1ccccc1)NCc1ccco1 | i | -4 | 0 | -5 | -3 | 21 | i | 22
O=C1CSC(c2ccc(F)c(F)c2)N1c1ccccc1F (stereo unspecified) | i | 0 | -1 | -2 | -4 | 3 | i | 14
CC(O)c1cc2c(cc1NC(=O)c1cnn3c1NC(c1ccco1)CC3C(F)(F)F)OCO2 (stereo unspecified) | i | 3 | -2 | 3 | -5 | -1 | i | 0
CCc1ccccc1Oc1nc(NC(C)C)nc2ccsc12 | i | 4 | -4 | -6 | 2 | 9 | i | 22

(continued)
SMILES	Neddyl block	CSN deneddyl inh	Rin1 Abl inh	MT1-MMP act inh	NadD inh	SKN-1 block	Rpn11 block	MLLE-PAM2 inh	FAS-TE inh
O=C(COC(=O)COc1cccc2ccccc12)NCC(F)(F)F	i	-6	-1	-3	-1	5	i	-7	-3
CC1CC(=O)N(CC(=O)NCc2ccc(F)cc2)c2ccccc2S1(=O)=O (stereo unspecified)	i	-1	-1	-3	2	-6	i	9	-10
COc1ccc(C(=O)OCC(=O)c2c(N)n(C)c(=O)n(C)c2=O)cc1OC	i	1	0	1	-9	-9	i	-18	-5
CCC(C)(C)C1CCc2[nH]nc(C(=O)NCCN3CCOCC3)c2C1 (stereo unspecified)	i	2	-1	-1	-2	2	i	3	-6
N#Cc1ccc(-c2ccc(F)cc2)nc1Sc1ccccc1	i	1	3	3	7	0	i	-2	17
Cc1ccc(S(=O)(=O)N2CCN(C(=O)c3ccco3)CC2)cc1	i	-2	-1	-2	-5	3	i	-5	-1
CCOC(=O)c1c(O)c2ccccc2n(CC)c1=O	i	-2	1	0	-3	0	i	7	-2
O=C(c1ccc(Cl)c(Cl)c1)c1cc(-c2ccccn2)c(N2CCOCC2)s1	i	11	-4	-10	-3	9	i	-10	10
CCN(CC)C(=O)Cn1cc(S(=O)(=O)CC(=O)Nc2ccccc2C)c2ccccc21	i	0	-4	-4	-4	5	i	6	-4
CCOC(=O)c1cnc(SC)nc1NCCOC	i	1	1	1	-8	-2	i	14	-4
COc1ccc(C(=O)C2CCCN(Cc3cnc(N4CCOCC4)s3)C2)c(OC)c1 (stereo unspecified)	i	-2	3	1	-11	-5	i	11	1
CN(Cc1nccn1C)C(=O)C1CCC(=O)N(Cc2cccc(C(F)(F)F)c2)C1 (stereo unspecified)	i	-2	3	1	-2	3	i	4	-5
O=C(NCc1cccs1)C(Cc1ccccc1)NS(=O)(=O)c1cccs1 (stereo unspecified)	i	11	4	-8	0	11	i	-35	1
Cc1ccc2nc(-c3ccc(N4C(=O)CC(N5CCN(CCO)CC5)C4=O)cc3)sc2c1 (stereo unspecified)	i	-1	-2	12	-10	-2	i	-1	-6
C=CCn1cnc2scc(-c3ccc(CC)cc3)c2c1=O	i	3	1	2	3	27	i	11	8

Complete entries, quoted from the list. Values in the order: Neddyl block | CSN deneddyl inh | Rin1 Abl inh | MT1-MMP act inh | NadD inh | SKN-1 block | Rpn11 block | MLLE-PAM2 inh | FAS-TE inh
COc1ccc(C(=O)C2CCCN(Cc3cnc(N4CCOCC4)s3)C2)c(OC)c1 (stereo unspecified) reads i | -2 | 3 | 1 | -11 | -5 | i | 11 | 1
CC1CC(=O)N(CC(=O)NCc2ccc(F)cc2)c2ccccc2S1(=O)=O (stereo unspecified) reads i | -1 | -1 | -3 | 2 | -6 | i | 9 | -10
